MsrA inhibitor – inhibitors of bovine MsrA; purified bovine MsrA, absorbance read-out; inhibition, % at 15.5 µM; 360,000 compounds, 0.75% hits; AID 651718; in the data active means inhibition above about 4.5%;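 further: 0% = vehicle wells with enzyme and 100% = reference inhibitor wells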
E coli Lon inh – E. coli protease La inhibition; purified E. coli Lon protease, fluorescence polarization; 360,000 compounds, 0.42% hits; inhibition, % at 7.94 µM; in the data active means inhibition above about 13%, passing the limit was not always enough;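 further: 0% = enzyme with probe and DMSO and 100% = no enzyme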
MT1-MMP act inh – inhibitors of human MT1-MMP activation; P50281; HT1080 RFP-PRO-GFP cells, GFP/RFP ratio fluorescence, overnight; percent of plate control window, DMSO zero; GFP/RFP ratio change, % at 20 µM; 360,000 compounds, 0.061% hits;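 active means GFP/RFP ratio change of at least 30% with cell ATP level not reduced by more than half and red fluorescence within 50% of control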; further: strong numbers were not always called active
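Assay system: HT1080 cells carrying an RFP-PRO-GFP reporter | Dosing: Single dose of 20 µM compound, 1% DMSO final | Incubation: Cells overnight before dosing, compound overnight, 37 °C, 5% CO2 | Evaluation: GFP/RFP fluorescence ratio | Control set: DMSO and RFP-L50D-GFP cell wells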
SKN-1 block – C. elegans SKN-1 inhibition | inhibition, % at 21.8 µM | 360,000 compounds, 0.49% hits | C. elegans VP596 Pgst-4::GFP/RFP ratio, acrylamide-induced, 24 h;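 active means interference check ratio from 0.5 to 1.5 plus GFP to RFP signal ratio inhibition reaching or exceeding a fixed threshold, cut at about 30% in these data, passing the limit was not always enough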; further: some compounds called inactive have numbers as strong as hits
FAS-TE inh – inhibitors of human fatty acid synthase thioesterase domain; P49327; recombinant FAS-TE, OMFH fluorogenic substrate, fluorescence endpoint; inhibition, % at 15 µM; 360,000 compounds, 0.67% hits; AID 602261;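 active means compounds whose normalised, plate-corrected inhibition of enzyme fluorescence in the single-dose primary screen is 50% or more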;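 further: 0% = DMSO with enzyme and 100% = substrate without enzyme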
Tb MetRS inh – Trypanosoma brucei MetRS inhibition; 360,000 compounds, 0.4% hits; inhibition, % at 11.9 µM; purified T. brucei MetRS, ATP depletion, Kinase-Glo luminescence; AID 624268;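 active means inhibition above a per-plate cutoff of the control wells' mean inhibition plus 3 SD, cut at about 5.5% in these data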;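 further: 0% = DMSO wells median and 100% = median of wells with control inhibitor compound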
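Material: T. brucei methionyl-tRNA synthetase, purified; reagent: substrates ATP, L-methionine and bulk Escherichia coli tRNA; dosing: 11.9 µM single point; timing: 15 min plus 2 h at 25 °C; detection: luminescence of leftover ATP; evaluation: % inhibition; control set: DMSO-only wells as low control; replicates: singlicate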
MsrA act – activates bovine MsrA enzyme. activation, % at 10.6 µM. 360,000 compounds, 0.3% hits. purified bovine MsrA, absorbance read-out; in the data active means activation above about 7.5%;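 further: 0% = vehicle and 100% = reference activator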
CendR NRP1 mod – alters CendR peptide binding to human NRP-1 | O14786 | FAM-RPARPAR peptide binding to NRP-1, fluorescence polarization | inhibition, % at 25 µM | 360,000 compounds, 0.85% hits | AID 602438;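 active means inhibition or corrected inhibition above about 18%, plus a signal ratio from 0.5 to 1.5, limit read from the data, passing the limit was not always enough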; further: strong numbers were not always called active
Target sequence (O14786 whole entry, looked up): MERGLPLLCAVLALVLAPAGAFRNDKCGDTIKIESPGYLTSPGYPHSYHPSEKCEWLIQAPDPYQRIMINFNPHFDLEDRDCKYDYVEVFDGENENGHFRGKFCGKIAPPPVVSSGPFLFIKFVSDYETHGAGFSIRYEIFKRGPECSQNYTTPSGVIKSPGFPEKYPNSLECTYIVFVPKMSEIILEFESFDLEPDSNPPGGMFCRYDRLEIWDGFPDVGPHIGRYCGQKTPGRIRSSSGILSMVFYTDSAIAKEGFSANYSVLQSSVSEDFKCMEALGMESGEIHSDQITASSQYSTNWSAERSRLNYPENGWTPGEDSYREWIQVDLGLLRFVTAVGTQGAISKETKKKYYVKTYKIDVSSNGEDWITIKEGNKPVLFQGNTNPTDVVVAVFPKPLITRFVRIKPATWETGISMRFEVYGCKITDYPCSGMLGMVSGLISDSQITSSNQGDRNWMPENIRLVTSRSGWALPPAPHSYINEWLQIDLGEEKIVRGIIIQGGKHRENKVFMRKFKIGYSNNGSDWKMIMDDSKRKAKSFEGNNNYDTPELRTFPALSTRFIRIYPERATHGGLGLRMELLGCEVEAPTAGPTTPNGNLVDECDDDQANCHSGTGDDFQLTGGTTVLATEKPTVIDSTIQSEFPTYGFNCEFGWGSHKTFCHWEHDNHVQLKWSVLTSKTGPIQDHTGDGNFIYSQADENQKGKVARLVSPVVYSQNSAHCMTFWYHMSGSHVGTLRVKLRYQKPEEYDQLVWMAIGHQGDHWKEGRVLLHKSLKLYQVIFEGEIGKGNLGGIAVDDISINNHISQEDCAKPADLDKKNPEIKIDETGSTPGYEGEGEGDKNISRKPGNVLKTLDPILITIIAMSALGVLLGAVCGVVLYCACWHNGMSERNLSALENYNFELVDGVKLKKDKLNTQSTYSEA
PABP1 MLLE inh – blocks PAM2 peptide binding to the PABP1 MLLE domain; GST-MLLE / FITC-PAM2 fluorescence polarization; 360,000 compounds, 0.36% hits; inhibition, % at 20 µM; in the data active means inhibition above about 35%, passing the limit was not always enough;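 further: plate controls were DMSO wells with GST-MLLE for no effect and wells lacking GST-MLLE protein for full effect; some results filed as inactive read as strong as hits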
Numbers without * were called inactive; x = no result given.

molecule	MsrA inhibitor	E coli Lon inh	MT1-MMP act inh	SKN-1 block	FAS-TE inh	Tb MetRS inh	MsrA act	CendR NRP1 mod	PABP1 MLLE inh
Cc1nc(N2CCOCC2)c2c(C)c(C(=O)Nc3ccccc3C(F)(F)F)sc2n1	2.8	-9	3	13	4	0.3	-3	-6	6
Cc1cc(C(=O)Nc2cccc(C)c2C)c2ccccc2n1	-0.1	-2	-1	13	-2	-0.3	-2	0	-4
COc1ccccc1-c1nnc(SCc2nc3ccccc3[nH]2)n1C	0.9	-10	2	3	-15	2.7	-2	-1	1
CC(Sc1nnc(CC(=O)Nc2ccccc2F)n1C)C(=O)Nc1nccs1 (centres undefined)	-0.6	8	-4	3	-3	-0.1	-3	-1	-9
CCCCNc1ncnc2c1nnn2Cc1ccccc1Cl	-0.1	-8	2	2	-3	-0.5	0	-14	1
COC(=O)c1ccc(Nc2c([N+](=O)[O-])c(=O)oc3ccccc23)cc1	2.0	-11	-2	2	-7	0.1	-5	-15	-12
Cc1ccc(C)c(C(=O)CCC(=O)NNC(=O)c2cccs2)c1	-0.1	-2	-2	-9	-7	-0.1	-2	9	-6
Cc1ccc(S(=O)(=O)N2CCCNCC2)cc1	0.9	-1	1	4	-5	-0.6	0	4	18
Cc1ccccc1N1CCN(C(=O)CN2C(=O)c3ccccc3C2=O)CC1	-0.8	-4	-2	0	7	-0.4	1	-3	-4
Cc1csc(N2CCN(c3cc4nc(-c5ccncc5)[nH]c4cc3Cl)CC2)n1	0.4	-2	4	5	-8	-0.3	-3	-2	2
O=C(CSc1cc(Cl)ccc1Cl)NCC(=O)Nc1ccc(F)c(F)c1F	-0.7	-11	4	7	19	-0.9	-6	7	1
CCN(c1ccccc1)S(=O)(=O)c1cc([N+](=O)[O-])ccc1N	0.5	4	0	16	16	-0.5	-3	6	-1
O=C(Nc1ccccc1-c1ccccc1)c1ccc(Br)o1	0.5	9	-6	1	8	-0.3	0	10	-6
O=C1c2ccccc2C(c2nnnn2-c2ccc3c(c2)OCCO3)N1CCCN1CCOCC1 (centres undefined)	0.1	-10	-2	-2	-4	-1.3	-6	-9	x
Cc1ccc(C(=O)NC(C)c2ccc(-n3ccnc3)cc2)cc1 (centres undefined)	-0.7	2	-2	-8	-3	-1.5	-13	1	-1
COc1cccc(NC(=O)OCCN2CCN(Cc3ccccc3)CCC2=O)c1	-1.4	-4	1	6	-9	-0.3	-3	3	1
CC(C)(C)OC(=O)C(Cl)(C(=O)OC(C)(C)C)c1ccc2nnnn2n1	0.3	-6	-2	-3	6	-0.8	-9	17	-122
Cn1cc(S(=O)(=O)Nc2ccc(Cl)cc2Cl)c(=O)n(C)c1=O	-0.6	2	-4	1	-6	-0.6	-7	-10	23
S=c1[nH]nc(-c2cccnc2)n1/N=C/C=C/c1ccccc1	1.5	2	3	2	0	-1.1	-6	16	-40
CC(C)(CN1CCCC1)NC(=O)C1CCC(=O)N(CCCN2CCOCC2)C1 (centres undefined)	-0.3	2	-4	19	0	0.1	-2	6	-11
O=C(CCCOc1ccc(Cl)cc1Cl)NNC(=O)c1ccc(NC(=O)c2ccccc2)cc1	-0.2	-4	3	-7	-12	0.5	-5	-10	7
CCOc1ccc(-c2ncncc2-c2ccccc2OC)c(O)c1	0.9	8	0	2	7	0.5	-2	14	-7
CC1CCCN(C(c2ccccc2)c2sc3ncnn3c2O)C1 (centres undefined)	0.7	-8	-3	-15	-25	-1.1	-6	-10	-2
COc1ccc(NC(=O)CC2COc3ccccc3O2)c(OC)c1 (centres undefined)	-1.0	0	-3	-6	3	-0.1	-2	5	3
CC(=O)Nc1ccc(C(=O)Nc2ccc(S(=O)(=O)N3CCCC3)cc2)cc1	-0.9	-5	6	12	-5	0.1	-1	13	-4
O=c1c2ccccc2ncn1CCCOc1ccccc1[N+](=O)[O-]	0.2	2	-3	-11	-6	0.2	-2	0	2
OCCC1CN(Cc2nc(-c3ccccc3)cs2)CCN1C1CCCC1 (centres undefined)	-1.9	3	-1	-1	-6	-0.5	-3	-4	-4
CCOc1ccc(NS(=O)(=O)c2ccc(NC(=O)c3ccccc3C(=O)O)cc2)cc1	-0.7	2	0	8	1	3.0	0	3	-13
CCOC(=O)c1c(N2C(=O)C3C4C=CC(C4)C3C2=O)sc2c1CCC(C)C2 (centres undefined)	-1.5	9	-2	-6	-5	0.1	-4	-6	-13
N#CC1=C(N)SC(N)=C(C#N)C1CCc1ccccc1	1.1	-298	-75	8	-121	-0.7	-13	126	78
COc1cccc(C(=O)CSc2nnc(CNS(C)(=O)=O)n2-c2ccc(C)cc2)c1	-0.7	-5	1	-9	-5	-0.6	-1	-4	-15
O=C(CSCCO)N1CCc2ccccc21	0.9	1	-1	-4	-7	0.2	-2	6	8

Complete entries, quoted from the list. Screens in order: MsrA inhibitor, E coli Lon inh, MT1-MMP act inh, SKN-1 block, FAS-TE inh, Tb MetRS inh, MsrA act, CendR NRP1 mod, PABP1 MLLE inh
`CCOc1ccc(NS(=O)(=O)c2ccc(NC(=O)c3ccccc3C(=O)O)cc2)cc1` as listed: -0.7, 2, 0, 8, 1, 3.0, 0, 3, -13
`CCOC(=O)c1c(N2C(=O)C3C4C=CC(C4)C3C2=O)sc2c1CCC(C)C2` (centres undefined) as listed: -1.5, 9, -2, -6, -5, 0.1, -4, -6, -13

(cont.)
molecule	MsrA inhibitor	E coli Lon inh	MT1-MMP act inh	SKN-1 block	FAS-TE inh	Tb MetRS inh	MsrA act	CendR NRP1 mod	PABP1 MLLE inh
O=C(CSc1nnc(-c2cccs2)n1C1CC1)NC1CCS(=O)(=O)C1 (centres undefined)	-0.7	-10	4	-7	-8	-0.2	-2	4	5
Cc1ccc(C(=O)NNC(=O)c2ccc(NC(=O)C(C)(C)C)cc2)cc1	-0.8	1	4	4	0	-0.9	-2	-4	-4
O=C(NC1CCCCCC1)c1cccs1	1.5	7	4	15	-6	-0.8	-2	-3	4
COc1ccc(N2CCN(C(=O)CCSCc3ccccc3F)CC2)cc1	1.2	6	-4	-1	8	-0.4	-1	13	8
Cn1nc(OC(=O)Nc2ccc(F)cc2)cc1C(F)(F)F	0.7	3	-3	18	-2	0.0	0	8	-15
O=C(NCCNC(=O)c1ccccc1Cl)c1ccco1	0.1	-7	4	-6	1	1.0	-2	7	0
Cc1ccc(OC(C)C(=O)Nc2ccc(S(=O)(=O)Nc3cc(C)on3)cc2)cc1 (centres undefined)	1.2	-5	3	3	-7	-0.1	-2	-3	-1
CCOC(=O)C1=C(O)C(=O)N(Cc2cccnc2)C1c1ccc(C)cc1 (centres undefined)	-0.1	-8	0	4	-3	-0.7	-7	8	4
Cc1cccc(C(O)c2cnc(C)n2Cc2ccccc2)c1 (centres undefined)	1.5	1	-1	4	-4	-0.1	-3	-4	5
COCCCn1cc(C(=O)c2cc(Br)ccc2O)cc(C#N)c1=O	2.2	-6	-2	-5	0	0.7	-4	-10	-13
C/C(=N\NC(=O)c1nc(C)cc(C)n1)c1ccccc1	3.5	-3	-4	5	-11	-0.2	-2	3	-7
COC(=O)C1CN(C(=O)C(C)Oc2ccccc2Cl)c2ccccc2O1 (centres undefined)	-0.3	-14	0	-20	2	0.1	-1	9	-4
COc1ccccc1Cn1c(=S)[nH]c2cc(C(=O)N3CCC(C(N)=O)CC3)ccc2c1=O	0.5	3	-2	-1	-8	-0.1	-2	-8	-40
CCOC(=O)C(NC(C)=O)C(=O)O (centres undefined)	0.8	6	4	-1	-5	-0.3	4	5	-8
COc1ccc(N(C2=NCCCS2)S(=O)(=O)c2ccc(C(C)(C)C)cc2)cc1	-0.6	14	1	4	23	-0.8	-10	4	-8
COc1cc([N+](=O)[O-])ccc1NC(=O)NCc1ccccn1	1.0	-6	1	10	0	-0.1	-3	6	2
COc1ccccc1/C=C/C=N/n1c(-c2ccc(Cl)cc2Cl)n[nH]c1=S	2.2	-5	0	1	10	0.1	-1	4	-111
O=C(Nc1ccc(N2CCCCC2)cc1)c1ccc2ccccc2n1	0.1	-1	7	69*	21	-0.4	-5	-36	-16
COc1ccc(C)cc1NC(=O)C(OC(=O)CNC(=O)c1cccc(F)c1)c1ccccc1 (centres undefined)	0.4	-5	4	-3	19	-1.2	-14	-10	-7
CCN(c1cccc(C)c1)S(=O)(=O)c1ccc(-n2cccn2)cc1	-0.7	-6	1	6	17	0.7	-2	22*	10
C=CCNc1ncnc2ccccc12	2.3	-9	-2	12	-8	-0.4	-3	-4	6
c1ccc(CN2CCN(Cc3cn4cccnc4n3)CC2)cc1	0.4	2	3	9	2	-0.8	3	4	-8
Cc1ccc(N(C(C)C(=O)N2CCOCC2)S(C)(=O)=O)cc1C (centres undefined)	0.2	-7	0	2	-5	-1.4	-9	16	7
Cc1ccc2nc(NC(=O)c3ccco3)sc2c1	1.9	-14	10	45*	-5	-0.9	-5	-6	14
COc1cc(C=O)ccc1OCC(=O)N1CCOCC1	-1.1	1	-10	9	-1	0.4	1	16	4
Cc1ccc(NS(=O)(=O)c2cccc(C(=O)NCC(c3ccco3)N3CCCCC3)c2)cc1 (centres undefined)	0.2	-4	0	9	4	-0.3	-2	-2	-5
CCN(CC(=O)Nc1c(F)cccc1F)C(=O)c1ccc2c(=O)n3c(nc2c1)CCC3	-1.3	4	-3	-4	-8	-0.3	-3	2	12
CCN(CC1CCCO1)C(=O)CCc1nnc(Cc2ccc3c(c2)OCO3)o1 (centres undefined)	-0.3	-2	0	-1	-6	-0.9	-7	-5	-5
CC(=O)C1=C(C)NC(=O)NC1c1cccs1 (centres undefined)	1.4	-16	-4	0	-2	-1.8	-14	10	-3
Cc1cccc(C(=O)OCC(=O)NC23CC4CC(CC(C4)C2)C3)c1O	0.3	-3	-1	3	23	-0.4	-9	-5	-3
Cc1cccc(NC(=O)CN2C(=O)N/C(=C/c3cc(C)n(C)c3C)C2=O)c1	2.6	0	-6	9	2	-0.1	-2	-13	-27
CCN(C(=O)CSc1nc2ccc([N+](=O)[O-])cc2s1)c1c(N)n(Cc2ccccc2)c(=O)[nH]c1=O	2.4	-1	-6	3	33	-0.2	-3	2	-20
CC1=Nc2cc([N+](=O)[O-])ccc2NC(C)(C)C1	1.3	-15	9	10	7	0.2	-4	-4	-10
COc1cccc(NC(=O)C2(C)CCN2C(=O)Cc2ccc(-c3ccccc3)cc2)c1 (centres undefined)	-0.6	14	12	-3	24	0.1	-2	2	-1
CCCCNC(=O)CC1N=C2c3ccccc3N=C(SCC(=O)Nc3ccccc3OC)N2C1=O (centres undefined)	0.6	-3	-4	16	-4	0.2	-2	1	6
Nc1ncn(CC(=O)c2ccccc2)n1	-0.3	0	-1	-13	-7	-0.8	-6	11	12
Cc1cc(-c2ccco2)n(CC(=O)O)n1	-0.7	1	-7	19	-9	-0.6	-4	2	11
O=C(O)c1cccc(COc2ccccc2Cl)c1	-0.1	1	-3	8	-5	0.2	-1	-5	-1
O=c1oc(-c2ccco2)nc2sc3c(c12)CCCC3	3.0	3	0	15	66*	-0.7	-1	-10	-1
CCn1c(COc2ccc(OC)cc2)nnc1SCC(=O)Nc1cc(OC)ccc1OC	-0.3	1	-3	14	0	-1.7	-7	6	-8

Rows were taken by chance; any-hit rate near 4%.
